Assay outcomes from PubChem BioAssay.
TRb-SRC2 inh – disrupts binding of human TR beta to SRC2. 0.065% of 280,000 active. TRbeta-SRC2 peptide binding, fluorescence polarization; receptor liganded with 1 µM T3. Potency, µM (titrated, usually from 106 µM), for the others: at the top dose activity change, negative = inhibition, usual class: inhibitors. P10828;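 note: plate controls were bound peptide for no effect and peptide without receptor for full effect; nearly all actives have a fitted effect of over 50% in size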
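TRb LBD 0.6 uM + Texas Red SRC2 peptide 20 nM, 1 uM T3, Tris buffer w/ 5% DMSO; compound pinned, 5 h RT; FP read ex 555/em 632; normalized to unbound and bound controls.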
RECQ1 helicase – inhibitors of human RECQ1 DNA helicase | Potency, µM (titrated, usually from 57.3 µM), inactives show top-dose activity, negative = inhibition, usual class: inhibitors | AID 2549 | 0.54% of 240,000 active | RECQ1 DNA unwinding, red fluorescence kinetic read | P46063;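 note: plate controls were vehicle for no effect and no enzyme for full effect; nearly all actives have a fitted effect of over 30% in size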
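50 nM RECQ1T1 preincubated 15 min with compound in Tris pH 8.0 buffer with MgCl2, DTT, Tween-20 and 2.5 ug/ml poly(dI-dC); started with 200 nM TAMRA/BHQ-2 forked duplex and 2 mM ATP. Unwinding read as fluorescence (525/598 nm), two reads 2 h apart.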
Tau ThT inhib – tau fibrillization inhibition (ThT binding); recombinant tau K18 P301L, heparin-induced fibrillization, ThT fluorescence; P10636; AID 1460; 2.1% of 270,000 active; Potency, µM (series often up to 57.4 µM), without a hit: at the top dose activity, negative = inhibition, actives largely listed as inhibitors; note: nearly all actives have a fitted effect of over 55% in size
Target sequence (P10636 561-689 P618L limits assumed): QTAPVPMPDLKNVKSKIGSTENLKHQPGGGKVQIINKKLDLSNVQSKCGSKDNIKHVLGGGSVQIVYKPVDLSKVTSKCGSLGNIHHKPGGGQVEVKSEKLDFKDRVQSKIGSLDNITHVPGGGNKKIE
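Fibril formation assay: tau K18 P301L at 15 uM with trace Alexa 594 label, heparin inducer 20 uM, pH 7 sodium acetate buffer, 37 C for 6 hr; endpoint ThT signal.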
L3MBTL1 block – L3MBTL1 (human) inhibition. Potency, µM (series often up to 57.1 µM), for the others: at the highest dose activity, negative = inhibition, most hits filed as inhibitors. Q9Y468. AlphaScreen L3MBTL1–H3K9me1 peptide binding. 0.66% of 230,000 active; note: nearly all actives have a fitted effect of over 60% in size
Target sequence (Q9Y468 whole entry, looked up): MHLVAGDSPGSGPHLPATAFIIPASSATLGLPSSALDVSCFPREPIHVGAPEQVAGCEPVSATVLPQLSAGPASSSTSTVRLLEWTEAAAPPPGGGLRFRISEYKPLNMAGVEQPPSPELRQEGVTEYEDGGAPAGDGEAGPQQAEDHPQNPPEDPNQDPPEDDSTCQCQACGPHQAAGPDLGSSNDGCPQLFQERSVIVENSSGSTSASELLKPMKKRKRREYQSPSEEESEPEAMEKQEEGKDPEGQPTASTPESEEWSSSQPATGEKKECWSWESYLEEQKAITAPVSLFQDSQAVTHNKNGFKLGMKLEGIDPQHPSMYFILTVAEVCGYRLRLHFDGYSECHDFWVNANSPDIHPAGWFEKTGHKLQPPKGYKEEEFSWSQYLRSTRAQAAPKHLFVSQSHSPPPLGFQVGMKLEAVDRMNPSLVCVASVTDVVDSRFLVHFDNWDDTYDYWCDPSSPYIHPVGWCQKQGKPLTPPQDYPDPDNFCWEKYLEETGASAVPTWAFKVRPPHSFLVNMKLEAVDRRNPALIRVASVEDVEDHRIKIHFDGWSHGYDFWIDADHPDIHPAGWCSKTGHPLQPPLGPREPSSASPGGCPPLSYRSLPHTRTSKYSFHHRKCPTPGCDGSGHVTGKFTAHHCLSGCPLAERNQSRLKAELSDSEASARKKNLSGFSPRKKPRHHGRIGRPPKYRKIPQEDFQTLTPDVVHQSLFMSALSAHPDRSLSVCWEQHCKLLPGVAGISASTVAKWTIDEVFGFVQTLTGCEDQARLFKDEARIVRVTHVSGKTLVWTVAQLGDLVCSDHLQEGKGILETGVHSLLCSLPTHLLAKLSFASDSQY
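First, the protein-peptide complex forms for 30 min at room temperature (L3MBTL1 50 nM, biotinylated H3K9me1 peptide 75 nM). Next, compounds are pin-transferred and incubated 30 min. Finally, AlphaScreen beads are added and read after 30 min.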
RGS12 GoLoco inh – inhibitors of human Gai1-RGS12 GoLoco interaction (red fluorophore); P63096; Potency, µM (titrated, usually from 61.6 µM), for inactives: at the highest dose activity, negative = inhibition, most hits filed as inhibitors; Gai1:RGS12 GoLoco peptide FP, rhodamine, 10 min; 0.44% of 230,000 active; AID 880; active = well fitted inhibition curve with a large enough effect, not every such curve was filed as active; inactive = no such curve, though single readings can be large or run the other way; note: nearly all actives have a fitted effect of over 30% in size; many of its hits are not listed in these tables
TexasRed fluor – Texas Red fluorescence interference in TRb-SRC2 counter-screen; TRb/SRC2 Texas Red total fluorescence interference; Potency, µM (highest dose often 106 µM), for the others: at the top dose fluorescence change, negative = quenching; 0.29% of 280,000 active; active = well fitted curve in either direction with a large enough effect; inconclusive = small, poorly fitted or top-dose-only effect
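Flags fluorescent or light-absorbing compounds by total fluorescence, S + 2P, at 555 nm excitation and 632 nm emission. Mixture: 20 nM Texas Red SRC2 peptide, 0.6 uM human TRb LBD, 1 uM T3, 5% DMSO; compound exposure 5 h at ambient temperature.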
Tau FP inhib – tau fibrillization inhibition (FP) | AID 1468 | Potency, µM (highest dose often 57.7 µM), inactives show top-dose activity, negative = inhibition, usual class: inhibitors | K18 P301L tau heparin fibrillization, Alexa594 FP, 6 h | 0.39% of 280,000 active; note: nearly all actives have a fitted effect of over 55% in size
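FP of Alexa 594-tau after heparin (20 uM) induction. Substrate: human K18 P301L, 15 uM unlabeled, 0.24 uM labeled. Buffer 100 mM sodium acetate pH 7. 6 hr, 37 C.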
JMJD2E inh – inhibitors of human JMJD2E histone demethylase | B2RXH2 | Potency, µM (titrated, usually from 57.1 µM), inactives show top-dose activity change, negative = inhibition, actives largely listed as inhibitors | JMJD2E catalytic domain, FDH-coupled NADH fluorescence (FDH is formaldehyde dehydrogenase) | 1.6% of 230,000 active; active = well fitted inhibition curve with a large enough effect, not every such curve was filed as active; inconclusive = small, poorly fitted or top-dose-only effect, or another doubt; inactive = no such curve, though single readings can be large or run the other way;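 note: 0% = wells with enzyme and -100% = buffer wells without enzyme; nearly all actives have a fitted effect of over 50% in size; many of its hits are not listed in these tables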
* hit, by the source's call; i = inactive; ? = inconclusive; / = no result given; [ ] = another dose, or the depositor's remark. Unless noted, calls come from the whole dose curve; as a rule, active = well fitted curve in the direction sought with a large enough effect; inconclusive = small, poorly fitted or top-dose-only effect, or another doubt; inactive = no such curve, though single readings can be large; an effect the other way counts as inactive or inconclusive. Unless noted, % is set by controls: 0 for no effect and ±100 for the full control effect; potency is the fitted concentration of half-maximal effect.

SMILES	TRb-SRC2 inh	RECQ1 helicase	Tau ThT inhib	L3MBTL1 block	RGS12 GoLoco inh	TexasRed fluor	Tau FP inhib	JMJD2E inh
Cc1ccc2[nH]c3c(NCc4ccco4)ncnc3c2c1	-7.3%	i	?	-4.0%	6.0%	-0.6%	13.9%	?
COc1ccc(/C=N/NS(=O)(=O)c2ccc(C)cc2)cc1OC(=O)c1ccc(C)cc1	-8.4%	i	2.2%	/	-28.2%	-2.8%	?	0.1%
CCn1c(SCC(=O)Nc2ccccc2C)nc2nc3c(cc2c1=O)COC(C)(C)C3	0.5%	-0.8%	-7.3%	6.0%	7.8%	-3.3%	-11.8%	2.4%
Cc1cccc(NC2=CC(=O)CC(C)(C)C2)c1C	-0.4%	-0.9%	-5.7%	8.3%	9.8%	-1.8%	-8.2%	7.0%
O=C(Oc1cccc2cccnc12)c1cccc(-n2cnnn2)c1	4.8%	-2.7%	-9.7%	19.9%[11.4 µM]	8.3%	-2.6%	1.6%	-3.4%
CCOc1cc(C2C(C(=O)OC(C)C)=C(C)NC3=C2C(=O)CCC3)cc([N+](=O)[O-])c1O (stereo not given)	11.5%	i	?	-17.5%	112.6%[activator]	-0.1%	4.8%	9.4%
CC(=O)NC(Cc1c[nH]c2ccccc12)C(=O)O (stereo not given)	3.3%	-6.9%	3.0%	8.5%	4.3%	-0.2%	4.4%	3.1%
COc1ccc(C2CCCN2C(=O)c2cccs2)cc1 (stereo not given)	-0.3%	-1.7%	1.9%	-4.0%	7.2%	-2.8%	-3.1%	0.5%
O=C1CSC(c2ccccc2Br)N1c1ccc(Cl)cn1 (stereo not given)	0.4%	-4.5%	-8.3%	/	-3.7%	-1.7%	-10.5%	-5.2%
CCN(CC(F)(F)C(F)F)S(=O)(=O)c1ccc(NC(=O)OC)cc1	-3.4%	i	7.1%	-0.2%	2.0%	-4.4%	-0.1%	7.8%
O=C(CC1SCCNC1=O)Nc1cccc([N+](=O)[O-])c1 (stereo not given)	8.5%	-3.9%	-9.9%	6.3%	4.8%	-0.2%	-19.9%	4.8%
Cc1cc(C)n2c(-c3ccccc3Cl)nnc2n1	0.7%	-3.3%	-2.0%	-15.2%	5.0%	-4.8%	7.7%	?
COc1ccc(Nc2nc(C(=O)NCc3ccco3)cs2)cc1	-1.3%	i	?	/	-6.4%	-8.2%	?	-20.0%
CC(C)(C)c1nc2scc(-c3ccc(Cl)cc3)c2c(=O)o1	1.6%	-1.0%	-14.3%	/	-2.3%	-1.8%	-3.5%	3.1%
CCC(C(=O)Nc1ccncc1)c1ccccc1 (stereo not given)	3.8%	1.2%	0.3%	3.8%	-1.1%	-1.6%	2.5%	4.6%
O=C(C1CCC1)N1CCc2cc(S(=O)(=O)NC3CCCc4ccccc43)ccc21 (stereo not given)	-4.1%	-17.6%	-15.0%	/	3.8%	-0.6%	-5.3%	6.9%
OCCN1CCN(C(=S)c2ccc(Cl)c(Cl)c2)CC1	-6.8%	-3.9%	7.94µM*	-6.7%	-5.3%	-1.9%	?	-27.2%
Cc1ccsc1/C=C1/SC(N2CCOCC2)=NC1=O	-0.6%	-2.4%	?	10.0%	1.9%	-3.4%	2.7%	-3.3%
CC(Nc1cccc(F)c1)C(=O)Nc1ccc(S(N)(=O)=O)cc1 (stereo not given)	9.2%	-6.0%	-0.8%	5.7%	2.3%	1.9%	0.2%	3.2%
COc1ccc(OC)c(NC(=O)CCN2CCN(Cc3ccccc3)CC2)c1	0.4%	-6.0%	-2.8%	4.6%	5.3%	2.3%	0.4%	1.6%
O=C(O)C(CCCCN1C(=O)c2ccccc2C1=O)N1C(=O)c2ccccc2C1=O (stereo not given)	-1.4%	-10.8%	-1.1%	6.2%	-0.6%	-4.7%	-0.8%	1.7%
Cn1c(NC(=O)c2ccc(S(=O)(=O)N3CCCCC3)cc2)cc(=O)n(C)c1=O	3.4%	i	-14.3%	-5.4%	-0.2%	-8.0%	0.6%	2.9%
Cc1ccc(NC(=O)CS(=O)CC(=O)Nc2cccc(C)c2C)cc1F (stereo not given)	-0.6%	9.5%	0.8%	-0.6%	-1.7%	-1.2%	1.7%	6.3%
Cc1ccc(C)c(NC(=O)c2nc(-c3ccccc3)n(-c3ccccc3)n2)c1	-4.1%	-8.5%	?	/	-11.4%	-2.9%	-3.0%	296.4%[activator]
CCCn1nnnc1SCC(=O)N1CCCc2ccccc21	3.4%	-3.8%	-12.0%	-8.4%	-2.8%	-1.9%	4.1%	6.4%
COc1cc2c(cc1OC)C(/C(C#N)=N\O)=NC(C)(C)C2	-0.7%	i	-8.1%	5.7%	-1.8%	0.4%	-6.0%	-0.9%
Cc1cc(C)c(C)c(S(=O)(=O)N2CCN(CC(=O)Nc3ccc([N+](=O)[O-])cc3)CC2)c1C	-2.4%	0.9%	10.5%	12.3%	1.3%	-0.5%	-3.1%	3.9%
O=C(Nc1ccccc1Cl)c1ccccc1Oc1ccc(C(F)(F)F)cc1[N+](=O)[O-]	-1.5%	i	-15.2%	-23.1%	1.9%	0.8%	0.0%	-4.4%
Cc1c(-n2c(SCC(=O)NC(C)C(C)C)nc3ccccc3c2=O)c(=O)n(-c2ccccc2)n1C (stereo not given)	-4.1%	-3.5%	4.4%	17.2%	11.2%	-4.2%	-1.6%	-0.3%
CCn1c(CSc2nc3ccccc3s2)n[nH]c1=S	4.5%	-7.1%	-16.0%	/	6.5%	0.9%	-13.2%	1.2%
c1cc2nnnn2nc1N1CCCCC1	-1.5%	-15.4%	1.9%	8.3%	8.1%	-3.6%	1.9%	6.9%
O=C1CCCN1CCC1CCCCN1Cc1nc(COc2ccccc2)no1 (stereo not given)	-6.2%	-18.6%	-5.2%	11.0%	6.4%	-2.9%	-0.6%	8.5%
CNC(=O)Nc1cccc(NC(=O)NC)n1	4.7%	-2.8%	7.1%	8.2%	-13.3%	1.9%	-5.0%	-16.9%
Cc1cc(C)n(-c2ccc(C(=O)OCC(=O)NCc3ccc(F)cc3)cc2)n1	-3.2%	-5.4%	0.4%	9.2%	-29.4%	8.9%	-5.4%	2.3%
O=S(=O)(c1cccc(-c2nc3ccccc3s2)c1)N1CCCC1	-0.5%	-5.2%	-10.3%	/	-6.7%	-1.3%	-7.2%	?
CCCN(CCC)C(=O)Cn1c(=O)n(-c2ccc(Cl)c(Cl)c2)c(=O)c2c(C)c(C(=O)N(C)C)sc21	-2.1%	/	14.5%	/	/	-24.0%	13.4%	/
COc1cccc2c1OC[C@@H](CO)[C@H]2N(C)C(=O)Nc1ccc(Cl)cc1	-4.5%	2.7%	0.0%	-3.6%	2.9%	0.2%	-15.9%	8.0%
Cc1ccc(-c2noc(CCC(=O)N(C)c3ccccc3C)n2)cc1	-0.4%	-13.6%	-10.2%	16.0%	-13.4%	-1.5%	6.7%	-10.5%
Brc1ccc(CSc2nnc(Cc3c[nH]c4ccccc34)o2)cc1	-2.6%	-4.0%	?	/	6.0%	0.4%	-6.2%	-10.2%
Fc1cccc(Cl)c1/C=N/n1c(-c2cccnc2)n[nH]c1=S	-0.4%	1.8%	-5.1%	/	26.0%	-0.7%	-0.7%	-2.4%
CCOC(=O)c1cc(CO)cc(C(=O)OCC)c1	-4.1%	i	-5.8%	6.7%	-0.6%	-4.9%	-4.8%	-3.0%
COc1ccc(C(=O)C2CCN(C(=O)c3ccc(C)cc3)CC2)cc1	-1.1%	-0.2%	-18.4%	-10.5%	7.8%	-1.8%	12.5%	8.9%
O=C(Nc1nc(-c2ccccn2)cs1)C1CC1	3.0%	2.0%	-1.4%	-9.5%	-2.0%	-1.4%	0.7%	-13.6%
CC1(C)CC(=O)C=C(NC2CCCCCCC2)C1	-8.0%	-3.5%	-1.6%	6.0%	-2.6%	-3.4%	0.3%	-0.2%
Cc1cc(=O)oc(C)c1C(=O)OCC(=O)c1ccccc1	-16.0%	24.1%	-5.7%	-9.6%	1.0%	-1.8%	-10.7%	0.2%
CCOC(=O)C1=C(C)N=c2s/c(=C\c3cc(OC)c(OC)c(OC)c3)c(=O)n2C1/C=C/c1ccccc1 (stereo not given)	-1.3%	-3.8%	-16.2%	7.1%	16.9%	-0.5%	-8.8%	14.5%
O=C(c1cccs1)N(c1ccc(Br)cc1)C1C=CS(=O)(=O)C1 (stereo not given)	5.4%	-4.0%	-5.0%	/	-9.6%	-0.1%	-3.7%	-3.9%
CCCn1ccc(O)c(Cc2ccc(Cl)cc2)c1=O	10.7%	18.4%	1.4%	-8.1%	7.5%	-0.7%	4.6%	3.3%
Cc1ccnc(NC(=O)CCC(=O)N(CC(=O)NC(C)(C)C)c2ccc3c(c2)OCCO3)c1	-0.7%	i	2.1%	5.2%	5.5%	3.3%	-2.4%	6.1%
CCN(CC(=O)NCc1ccc(Cl)cc1)C(=O)c1ccc(S(=O)(=O)N(C)C)cc1	-0.6%	14.1%	-9.1%	2.4%	7.0%	0.9%	2.2%	-3.0%
Cc1cc(-c2c(C)n([O-])c(C)c(C)[n+]2=O)ccc1F	-0.6%	-3.2%	-3.2%	14.5%	-4.7%	1.6%	2.9%	-1.5%
COC(=O)Nc1nnc(-c2ccc(OC)cc2)s1	-5.9%	4.0%	?	0.0%	6.6%	-1.7%	5.1%	?

These rows are one share of the data; the hit share may differ from the screen's.
